High-throughput results as filed in PubChem BioAssay.
BL2 CD40 inh: CD40 pathway inhibition in BL2 cells | BL2 NF-kB luciferase reporter, CD40L-induced, 4 h | 83,000 tested, 0.94% active | inhibition, % at 10 µM;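 active = mean inhibition of at least 50% with a set share of replicates also reaching that level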;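 note: 0% = neutral control wells and 100% = IKK inhibitor VII at 50 µM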
The depositor's hits bear a star; & = joins results of further samples; ! = repeats disagree; [ ] = another dose, or the depositor's remark. Some of the compounds tested; rates above refer to the full screens.

structure | BL2 CD40 inh
O=C(C[C@H]1CC[C@H](NC(=O)NC2CCCCC2)[C@@H](CO)O1)NCc1ccc(F)cc1 | 3.1
COC(=O)CCC(=O)Nc1cccc2ccccc12 | 13.2
CC(=O)C1C=CC(C)(C(=O)O)C2C=C(C)C(=O)C(C)(O)C12 (stereo not given) | 1.0
CO[C@H]1CN(C)C(=O)c2cc(NC(=O)NC3CCCCC3)ccc2OC[C@@H](C)N(C)C[C@@H]1C | -3.0
Cc1nc(CSc2ccc(Cl)cc2)cc(NCc2ccccc2)n1 | -17.6
CCN1CCN(S(=O)(=O)c2ccc(Cl)c(C(=O)N(C)C(c3ccccc3)c3ccccc3)c2)CC1 | 8.1
Cc1ccc(NC(=O)COC(=O)C2CCC2)cc1S(=O)(=O)N1CCOCC1 | -3.3
COc1cccc(S(=O)(=O)N2CC[C@@H]3[C@H](CO)Nc4ccc(-c5ccc(C#N)cc5)cc4[C@@H]32)c1 | 3.1[25 µM]

Arranged by length of the SMILES (lowest first): some entries from above.
structure | BL2 CD40 inh
Cc1ccc(NC(=O)COC(=O)C2CCC2)cc1S(=O)(=O)N1CCOCC1 | -3.3
CCN1CCN(S(=O)(=O)c2ccc(Cl)c(C(=O)N(C)C(c3ccccc3)c3ccccc3)c2)CC1 | 8.1
COc1cccc(S(=O)(=O)N2CC[C@@H]3[C@H](CO)Nc4ccc(-c5ccc(C#N)cc5)cc4[C@@H]32)c1 | 3.1[25 µM]

(listing goes on)
structure | BL2 CD40 inh
COC(=O)c1ccc(C(=O)NCCCCO)cc1 | 3.0
NCCCCCC(=O)Nc1ccncc1 | 4.4
CN1C(=O)CSc2ccc(NC(=O)N3CCN(c4ccccn4)CC3)cc21 | 11.2
O=C(C1CCN(Cc2ccccc2)CC1)N1CCCC1 | 11.9
COc1ccccc1CN1CC(C(=O)N2CCCCCCC2)CCC1=O (stereo not given) | -0.6
Cc1cccc(-n2c(SCc3ccc([N+](=O)[O-])cc3)nnc2-c2c[nH]c3ccccc23)c1 | 13.1
O=C(NCc1cccs1)c1csc([C@@H]2C[C@H](O)[C@@H](CO)O2)n1 | 10.0
Cc1cc(NC(=O)CN2C(=O)NC(Cc3ccccc3)C2=O)no1 (stereo not given) | 1.3

The list goes on:
structure | BL2 CD40 inh
Cc1ccc(S(=O)(=O)N2C[C@@H]3N[C@H](C2)[C@@H]3c2ccc(-c3cccc(C)c3)cc2)cc1 | 13.0[25 µM]
COc1ccccc1-c1ccc2n(c1=O)C[C@H]1[C@H](CO)[C@@H](C(=O)NCc3ccccc3Cl)N[C@@H]21 | 3.2[25 µM]
O=C(CC12CC3CC(C1)CC(CC(=O)N1CCCC1)(C3)C2)N1CCCC1 | -16.1
CCNC(=O)C1=C(O)c2sccc2N(C)S1(=O)=O | 11.7
C[C@H]1CN([C@@H](C)CO)C(=O)CCCn2nncc2CO[C@H]1CN(C)C(=O)Nc1cccc(Oc2ccccn2)c1 | -5.5[25 µM]
CO[C@H]1CC[C@@H]2CCN(C)C(=O)CCCN(C)C(=O)c3cc(C#N)ccc3OC[C@H]1O2 | 10.6[25 µM]
COc1ccc(CCNC(=O)C2(c3ccccc3)CC2)cc1 | 10.0
COc1ccc(S(=O)(=O)N2CC=C(c3ccccc3)CC2)cc1OC | 1.1

(listing goes on)
structure | BL2 CD40 inh
O=C(Nc1ccc(NC(=O)c2ccccc2F)cc1)c1cccs1 | -22.8
COc1ccc(C2=NNC(=O)C2(C)Br)cc1 (stereo not given) | -1.0
C[C@H](CO)N1C[C@H](C)[C@H](CN(C)CC2CCCC2)OCc2cn(nn2)CCCC1=O | 0.6
Nc1nc2ccc(N3CCOCC3)cc2s1 | -7.6
O=C(C[C@@H]1CC[C@@H]2[C@H](COC[C@H](O)CN2Cc2ccc3c(c2)OCO3)O1)N1CCCCC1 | 4.3[25 µM]
CC(=O)Nc1ccc(SC(Sc2ccc(NC(C)=O)cc2)c2ccccc2)cc1 | -10.9
N#Cc1ccc(S(=O)(=O)N2CCc3[nH]c4ccc(F)cc4c3C2)cc1 | 3.6
O=C1C2CCCN2C(=O)N1CCCCN1CCN(CCO)CC1 (stereo not given) | 11.0

(list continues)
structure | BL2 CD40 inh
COc1ccc(-c2nc(NC(=O)c3ccco3)sc2C)cc1 | 50.6*
CCCNC(=O)Nc1ccc2c(c1)OC[C@@H](C)N(S(C)(=O)=O)C[C@H](C)[C@H](OC)CN(C)C2=O | -12.6[25 µM]
COc1ccccc1CNC(=O)CSc1nn2c(=O)c(C(C)(C)C)nnc2s1 | 14.4
O=c1c2cn[nH]c2[nH]c(=S)n1-c1ccccc1F | 0.6
COc1cc(C(=O)NNC(=O)c2ccc(F)cc2)ccc1OCC(=O)N1CCOCC1 | -7.5
COc1cccc(CN(C)C[C@@H]2OCc3ccccc3-c3c(n(C)c4ccccc34)C(=O)N([C@@H](C)CO)C[C@@H]2C)c1 | 14.9
COc1ccc(S(=O)(=O)N(C)C[C@H]2OCCCC[C@H](C)Oc3ccc(NC(=O)Cc4ccccc4)cc3C(=O)N([C@H](C)CO)C[C@@H]2C)cc1 | 25.9[25 µM]
CCOC(=O)c1ccc(-n2ccnc2)c(NC(=O)c2ccc(Cl)cc2)c1 | 4.9

(more compounds)
structure | BL2 CD40 inh
COc1ccc(OCC(=O)Nc2ccc(S(=O)(=O)N3CCCCC3)cc2)cc1 | -15.0
Cc1ccc(-n2nc3c(=O)n(CCCC(=O)NCCc4ccccc4)nc(C)c3c2C)cc1 | 9.6
CN(C)C(=O)C[C@H]1CC[C@H]2[C@@H](COC[C@H](O)CN2C(=O)C2CCOCC2)O1 | 4.4[25 µM]
O=C(c1ccc(F)cc1)N1C[C@@H]2N[C@H](C1)C2c1ccc(/C=C/c2ccccc2)cc1 (stereo not given in full) | 50.1*![25 µM]
CC(C)(C)c1ccc(OCCC(=O)Nc2cccc(S(=O)(=O)NC3=NCCCCC3)c2)cc1 | -9.4
Cc1ccnc(Sc2ccc([N+](=O)[O-])cn2)n1 | -15.3
C[C@H](NC(=O)C[C@@H]1C[C@H]2c3cc(NC(=O)Nc4ccc(C(F)(F)F)cc4)ccc3O[C@H]2[C@H](CO)O1)c1ccccc1 | 20.2[25 µM]
COc1ccc(OC)c(NC(=O)Cn2c(-c3ccc(Cl)cc3)noc2=O)c1 | -1.3

(more compounds)
structure | BL2 CD40 inh
COc1cc2nc(N(CCCN(C)C)C(=O)c3ccc(C(=O)c4ccccc4)cc3)sc2cc1OC | 23.8
COc1cccc(-c2ccc3c(c2)[C@@H]2[C@@H](CCN2C(=O)c2ccccn2)[C@H](CO)N3)c1 | -26.7[25 µM]
CC1(C)CC(NS(=O)(=O)c2cccc3ccccc23)CC(C)(C)N1 | 5.7
CCCSc1nnc(CN2CCOCC2)n1C | 6.3
O=S(=O)(c1cccc(F)c1)N1CC[C@@H]2[C@H](CO)Nc3ccc(Br)cc3[C@@H]21 | 6.9[25 µM]
O=C(c1cnccn1)N1CC(=O)N2[C@H](CO)[C@@H](c3ccc(C#CC4CCCC4)cc3)[C@@H]2C1 | -2.2
CN1CCN(C(=O)C[C@@H]2CC[C@@H]3[C@H](COC[C@H](O)CN3CC3CCCCC3)O2)CC1 | -12.4[25 µM]
C[C@@H]1CN([C@H](C)CO)C(=O)c2cc(NC(=O)Nc3ccc(C(F)(F)F)cc3)ccc2O[C@@H](C)CCCCO[C@@H]1CN(C)S(=O)(=O)c1ccc(Cl)cc1 | 5.6[25 µM]

Copied from above (two entries):
structure | BL2 CD40 inh
CCCSc1nnc(CN2CCOCC2)n1C | 6.3
O=S(=O)(c1cccc(F)c1)N1CC[C@@H]2[C@H](CO)Nc3ccc(Br)cc3[C@@H]21 | 6.9[25 µM]

(further entries)
structure | BL2 CD40 inh
CN(C)CC(=O)N1CC2(C1)[C@H](c1ccccc1)[C@H](CO)N2S(C)(=O)=O | -1.5[25 µM]
COc1ccc(C(=O)NC(C(=O)NCC2(N3CCCCC3)CCCCC2)C(C)C)cc1 (stereo not given) | 0.7
O=C(NC1CCCCC1)n1c(=O)oc2cc(S(=O)(=O)N3CCCCC3)ccc21 | -40.6
NC(=O)c1ccc(-c2nnn(CC(=O)Nc3cccc(S(=O)(=O)N4CCCC4)c3)n2)cc1 | -15.6
Cn1c(SCC(=O)Nc2nc(C(C)(C)C)cs2)nnc1C1CC1 | 11.8
O=C(C[C@H]1C[C@@H]2c3cc(NC(=O)C4CCOCC4)ccc3O[C@@H]2[C@@H](CO)O1)NC1CCCC1 | 1.7
CCC(=O)N1C[C@H](C)[C@@H](OC)CN(C)C(=O)c2cc(NC(=O)Nc3ccc(Cl)cc3)ccc2OC[C@@H]1C | 3.6[25 µM]
COc1ccccc1OCCNC(=O)CCC(=O)N1CCOCC1 | 7.9

(continued)
SMILES	BL2 CD40 inh
N#Cc1cc2ccccc2nc1SCc1cccnc1	-0.7
O=C1c2ccccc2C(=O)N1C1C(=O)N2CCSC12C(=O)OCc1ccccc1 (stereo not given)	5.7
O=C(COc1cc(F)ccc1[N+](=O)[O-])Nc1ccc(N2CCCCC2)cc1	2.9
Nn1c(Cc2ccc(Br)cc2)n[nH]c1=S	8.3
O=c1ccc(S(=O)(=O)N2CCCC2)cn1Cc1nc(-c2ccc(F)cc2)no1	4.4
O=C1C2CC=CCC2C(=O)N1n1cnnc1 (stereo not given)	4.1
Cc1cc(Br)ccc1NC(=O)CN(C)C(=O)COc1cccc2c1OC(C)(C)C2	18.0
O=S(=O)(NC1CC2CCC1C2)c1ccc2c(c1)OCCO2 (stereo not given)	-9.5
Cc1ccn2c(=O)nc(SCC(=O)Nc3cccc4ccccc34)nc2c1	4.3
CC(=O)c1c(C)[nH]c(C(=O)Nc2cccc(S(=O)(=O)N3CCCC3)c2)c1C	1.1

Following part:
SMILES	BL2 CD40 inh
Cn1cc(CCC(=O)N2CCCC(Nc3ccc(F)cc3)C2)cn1 (stereo not given)	-2.8
COc1ccccc1NC(=O)N1C[C@@H]2N[C@H](C1)C2c1ccc(-c2ccc(C(=O)N(C)C)cc2)cc1 (stereo not given in full)	7.7&15.6[25 µM]
CCCCNC(=O)c1ccccc1C(=O)NC1(C(=O)NCCCC)CCCC1	11.7
COc1ccc(-c2cc(C#N)nc(N3CCN(c4ccccc4)CC3)n2)cc1	4.8
CCOCCCNC(=O)c1ccc(NC(C)=O)cc1	3.3
CCN(CC)CCNc1ncnc2c1sc1nc(N3CCOCC3)c3c(c12)CCCC3	14.6
Cc1ccc(CN2C(=O)CCC2C(=O)NCc2cccnc2)cc1 (stereo not given)	2.8
COC(=O)c1nn(-c2ccccc2)c(Cl)c1/C=N/OCc1ccc(C)cc1	-1.0
CN(CC(CC(=O)Nc1nncs1)c1ccccc1)S(=O)(=O)c1ccccc1 (stereo not given)	14.8
COc1ccc2[nH]cc(S(=O)(=O)c3ccc(C)cc3)c2c1	13.2

Continued.
SMILES	BL2 CD40 inh
CCN(CC(=O)Nc1c(F)cccc1F)C(=O)c1nc2nccc(C)n2n1	-3.8
N#C[C@@H]1[C@@H](c2ccccc2C2=CCCCC2)[C@@H](CO)N1C(=O)c1cccc(F)c1	3.2[25 µM]
CC=Cc1ccc2n(c1=O)C[C@H]1[C@H](CO)[C@@H](C(=O)NCc3ccccc3)[C@@H]2N1S(C)(=O)=O (mixture of isomers)	-0.5[25 µM]
CC1CCCCC12NC(=O)N(CC(=O)N1CCN(c3ccccc3)CC1)C2=O (stereo not given)	1.4
CN1CCN(C(=O)C[C@H]2CC[C@H]3[C@H](COc4ccc(NC(=O)c5cccs5)cc4C(=O)N3C)O2)CC1	7.0[25 µM]
Clc1ccc(-n2c(SC/C=C/c3ccccc3)nnc2-c2cccnc2)cc1	15.4
CCN(C(=O)COC(=O)c1cccc(S(=O)(=O)N2CCOCC2)c1)C1CCS(=O)(=O)C1 (stereo not given)	9.6
Cc1c(C(=O)NCc2nnc(-c3ccccc3)o2)oc2c(F)cccc12	-14.0
CCN(CC)C(=O)Oc1ccc(Br)c2ccccc12	7.8
NC(N)=NS(=O)(=O)c1ccc(NC(=S)NC(=O)c2ccc(Br)cc2)cc1	-37.9

More records follow:
SMILES	BL2 CD40 inh
CCOc1ccc(CO/N=C/c2c(C)[nH]c(=O)[nH]c2=O)cc1	4.8
C[C@H](CO)N1C[C@H](C)[C@H](CN(C)CC2CC2)Oc2ccc(NS(C)(=O)=O)cc2CC1=O	-7.3
CCCCN(CCCC)Cc1ccc(C(=O)NN)o1	1.3
COc1ccc(NC(=O)C(=O)NCC(c2ccco2)N2CCc3ccccc3C2)cc1 (stereo not given)	-14.3
CC(=O)c1ccc(N2CCN(C(=O)COc3ccc4c(c3)CCC4)CC2)cc1	0.4
COc1ccc(NC(=S)N2CCN(C(=O)c3ccccc3)CC2)cc1	7.6
c1ccc(COc2cccc(-c3cc4nc(NCc5cccs5)ccn4n3)c2)cc1	-17.4
O=C(NCCNc1nccc(C(F)(F)F)n1)c1cccc(C(F)(F)F)c1	26.3
COC(=O)N(C)C[C@@H]1OCc2ccccc2-c2ccccc2C(=O)N([C@@H](C)CO)C[C@H]1C	-5.0
C[C@@H]1CN([C@H](C)CO)C(=O)c2cccc(NC(=O)Nc3ccc(F)cc3)c2O[C@H]1CN(C)CC1CCCCC1	-14.5[25 µM]

The results go on.
SMILES	BL2 CD40 inh
O=C(COc1ccccc1)Nc1ccc(-c2nnc(-c3ccco3)o2)cc1	-4.3
O=C(c1cccc(F)c1)N1CCCCN2[C@H](CO)[C@H](c3ccc(-c4cncnc4)cc3)[C@H]2C1	-5.9[25 µM]
Cc1ccnc(N2CCCC(C(=O)Nc3nnc(C)s3)C2)n1 (stereo not given)	6.9
COc1ccc(S(=O)(=O)Nc2cccc3c2O[C@@H](CN(C)C(=O)Nc2cccc4ccccc24)[C@@H](C)CN([C@@H](C)CO)C3=O)cc1	-2.8[25 µM]
[O-][N+](=C(c1ccccc1)c1ccccc1)c1ccccc1	-18.4
C/C=C/c1ccc(C2[C@H]3CNC[C@@H]2N3S(=O)(=O)Cc2ccccc2)cc1 (stereo not given in full)	6.5[25 µM]
O=C(CCc1nnc(Cc2ccc3c(c2)OCO3)o1)N(CC1CCC1)CC1CCCO1 (stereo not given)	-17.8
Cc1cc(NC(=O)CSCC(=O)OC(C)C(=O)N(C)Cc2ccccc2)no1 (stereo not given)	7.0
COc1ccc(S(=O)(=O)N2CCCC2)cc1C(=O)N1CCOCC1	5.0
CN(C)CCNC(=O)Nc1ccc([N+](=O)[O-])cc1	-0.9
O=S(=O)(c1cccc(Cn2nnc(-c3ccccc3)n2)c1)N1CCOCC1	22.5
